Screening results from PubChem.
KOR beta-arrestin-1 – kappa opioid receptor activators – cell-based, luminescence, uHTS, primary screen (AID 1777). actives 0.02% (n = 280,000). KOR beta-arrestin recruitment, luminescence; higher % means a stronger effect. activation, % at 10 µM, or EC50 in µM where a hit was titrated; in the data active = activation above about 50%, passing the limit was not always enough; note: a part of the inactive calls stands beside numbers as strong as those of hits
Myeloid diff 2 – compounds promoting myeloid differentiation; ER-HoxA9 myeloid progenitors, lysozyme-GFP differentiation, flow cytometry; calls only at 10 µM; actives 1% (n = 360,000); AID 624256;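 active = normalized GFP-positive differentiation at or above the plate's own cutoff, the solvent-only control mean plus 3 SD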;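 note: cells exposed to compound for four days before flow analysis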
GPR55 beta-arrestin – selective activators of receptor GPR55 – imaging, U2OS cells, beta-arrestin-GFP redistribution, primary screen (AID 1961) | actives 0.048% (n = 290,000) | U2OS GPR55 beta-arrestin-GFP redistribution imaging; higher % means a stronger effect | activation, % at 10 µM; hits with a dose series show EC50 in µM;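 active = activation above 40% with more than 50 cells counted in the well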;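 note: U2OS osteosarcoma cells stably expressing GPR55 and beta-arrestin-GFP; plate controls were DMSO negative control for no effect and LPI positive control for full effect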
GPR55 LPI antagonism – inhibition of LPI-stimulated GPR55 beta-arrestin translocation – imaging, U2OS, beta-arrestin-GFP, LPI agonist, primary screen (AID 2013); U2OS GPR55 beta-arrestin-GFP translocation imaging, LPI antagonism; higher % means a stronger effect; actives 0.13% (n = 290,000); inhibition, % at 10 µM, or IC50 in µM where a hit was titrated;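 active = spots per cell inhibited over 60%, with over 100 cells counted and total cytoplasm intensity under 500,000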;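 note: U2OS cells stably carrying GPR55 and arrestin-GFP stimulated by 5 µM LPI near EC80; imaged beta-arrestin-GFP aggregate spots per cell after agonist stimulation; plate controls were LPI-stimulated DMSO wells for no effect and DMSO wells without LPI for full effect; some results filed as inactive read as strong as hits; confirmed hits need IC50 under 10 µM and bright autofluorescent wells are also inconclusive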
NOD1 inhibition – inhibition of NOD1-driven NF-kB reporter – cell-based, luminescence, uHTS, primary screen (AID 1578) | NOD1-driven NF-kB luciferase reporter cells, luminescence; higher % means a stronger effect | inhibition, % at 4 µM; hits with a dose series show EC50 in µM | actives 1% (n = 290,000); in the data active = inhibition mostly above about 36%, no sharp cut-off; inactive = mostly below about 34%;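 note: HEK-293T reporter cells stimulated with the NOD1 agonist gamma-tri-DAP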
KOR beta-arrestin-2 – kappa opioid receptor blockers – cell-based, luminescence, uHTS (AID 1778); KOR beta-arrestin recruitment, luminescence, antagonist mode; higher % means a stronger effect; inhibition, % at 10 µM, or IC50 in µM where a hit was titrated; actives 0.091% (n = 290,000); note: strong numbers were not always called active
GPR35 arrestin U2OS – inhibition of zaprinast-stimulated GPR35 beta-arrestin translocation – imaging, U2OS, beta-arrestin-GFP, zaprinast agonist, primary screen (AID 2058) | U2OS GPR35 beta-arrestin-GFP translocation imaging, zaprinast antagonism; higher % means a stronger effect | one-dose inhibition, % at 10 µM; IC50 in µM for titrated hits | actives 0.052% (n = 290,000);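 active = inhibition of at least 50% with at least 30 cells and total cytoplasm GFP at most 10,000,000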
HEK293 NOD2/NF-kB – NOD2 signaling inhibitors, cell-based, luminescence, uHTS, HEK293 (AID 1566). HEK293 NOD2/NF-kB luciferase reporter, luminescence; higher % means a stronger effect. inhibition, % at 4 µM, or EC50 in µM where a hit was titrated. actives 0.63% (n = 290,000); note: many of its hits are not listed in these tables
HIV peptide binding – cell-free HIV fusion peptide-binding blockers – biochemical, uHTS, fluorescence dequenching, primary screen (AID 1986). cell-free peptide binding, fluorescence dequenching, 30 min; higher % means a stronger effect. one-dose inhibition, % at 20 µM; IC50 in µM for titrated hits. actives 0.3% (n = 290,000); in the data active = inhibition mostly above about 52%, no sharp cut-off; inactive = mostly below about 76%; note: some results filed as inactive read as strong as hits
Myeloid diff 2 GFP+ MAC1+ % – recorded beside Myeloid diff 2, whose call it bears; GFP+ MAC1+ double positive, %; measured here: differentiation confirmed by MAC1 staining
Active calls of the source: *; i = inactive; · = no result given; & = joins results of further samples; [ ] = dose if it differs, or a comment. Cut-off read from the data, not from the text of the source, unless noted: active = inhibition above about 50%; inactive = the rest. These rows are one share of the data. The share of hits here may be higher or lower than overall.

SMILES | KOR beta-arrestin-1 | Myeloid diff 2 | Myeloid diff 2 GFP+ MAC1+ % | GPR55 beta-arrestin | GPR55 LPI antagonism | NOD1 inhibition | KOR beta-arrestin-2 | GPR35 arrestin U2OS | HEK293 NOD2/NF-kB | HIV peptide binding
COCCN(CCOC)C(=O)CCn1c(=O)oc2ccccc21 | -3.4% | i | 0.5 | -0.1% | 1% | -4% | -21% | -5% | 21% | -0.9%
COc1cccc(C2=N/C(=C\N(C)C)C(=O)O2)c1 | · | i | 0.5 | 0.3% | 4% | -7% | -8% | -2% | -4% | -2.7%
Cc1cc2nc(C3CCCN(C(=S)Nc4ccccc4C)C3)[nH]c2cc1C (stereo unspecified) | 7.6% | i | 4.1 | 0.0% | 6% | -18% | -38% | 9% | -14% | -1.2%
COc1ccc(CCN2CC(C(=O)N(C)CCn3nc(C)cc3C)CCC2=O)cc1 (stereo unspecified) | 1.3% | i | 0.0 | -0.1% | 17% | 8% | -13% | -11% | 4% | 2.3%
C#CCOCCOCCOCCNc1nc(N2CCOCC2)nc(N2CCN(C(=O)[C@H](CCCCN)n3cc([C@@H](N)C(C)CC)nn3)CC2)n1 (stereo partly specified) | 2.1% | i | 1.6 | 0.2% | 5% | 7% | 4% | 4% | 14% | 1.3%
COc1ccc(C)cc1-n1nnnc1SCc1cc(=O)n2cc(C)ccc2n1 | -8.4% | i | 0.8 | -1.0% | 7% | 39% | -52% | -6% | 35% | 16%
CC(=O)Oc1ccc(C(c2ccc(OC(C)=O)cc2)c2ccccn2)cc1 | 44% | i | 1.4 | 0.5% | 0.91µM* | 54% | -426% | · | 4% | 0.7%
N=c1n(CC(=O)O)c2ccccc2n1Cc1ccccc1Cl | 3.2% | i | 0.6 | -0.2% | 6% | 0% | -13% | -1% | 8% | 1.5%
Cc1cc(C(=O)CN2C(=O)NC(C)(c3ccccc3)C2=O)c(C)n1CC1CCCO1 (stereo unspecified) | -4.5% | i | 0.6 | 0.9% | 11% | -23% | -23% | -12% | 6% | 4.1%
CC1CCCN(C(=O)c2cc3ccccc3cc2O)C1 (stereo unspecified) | 11% | i | 2.0 | -0.1% | 0% | -26% | 7% | 0% | -12% | -0.6%
COc1ccc(NC(=O)C2CC(=O)n3ncnc3N2)cc1 (stereo unspecified) | -0.4% | i | 8.8 | 0.0% | 8% | -20% | -9% | 14% | 9% | 28%
Cc1cc(C)cc(OCC(=O)N2N=C(c3cccnc3)CC2(O)C(F)(F)F)c1 (stereo unspecified) | -1.9% | i | 0.8 | -0.2% | 2% | 13% | 23% | 14% | 6% | -2.4%
Cc1ccc(-n2cc(CN(C)CCc3cn[nH]c3)c(-c3cccc(C)c3)n2)cc1 | -4.6% | i | 0.1 | 1.0% | -2% | -29% | -4% | -3% | 7% | -2.1%
Cc1cc(C)n(S(=O)(=O)c2cc(C(=O)O)c(Cl)cc2Cl)n1 | -0.8% | i | 8.0 | 0.2% | 5% | -13% | -20% | -1% | 10% | 0.2%
Cc1nn(CC(=O)N2CCN(c3ccccc3)CC2)c(=O)c2cccn12 | -5.5% | i | 2.4 | 2.0% | -1% | -10% | -1%[20 µM] | -5% | 20% | -0.5%
COc1cc(CNc2cccc(C(=O)O)c2)cc(Br)c1OCC(=O)NC(C)(C)C | 3.2% | i | 0.6 | -0.4% | -8% | 94%* | -21% | 3% | 4% | 5.5%
COc1ccc(NC(=O)CSc2nnc3c4c(nc(-c5ccccc5)n23)CC(C)(C)OC4)cc1 | -0.4% | i | 2.1 | 0.2% | -6% | -18% | -43% | 14% | 2% | 0.6%
COc1ccc(/C=C/C(=O)N2CC(C)OC(C)C2)cc1OC (stereo unspecified) | -2.1% | i | 0.5 | 0.5% | -2% | -13% | -29%[20 µM] | -2% | 7% | -0.2%
CSc1ccccc1NC(=O)Cn1c([N+](=O)[O-])cnc1C | -2.7% | i | 0.5 | -0.2% | 10% | -1% | 19% | -5% | -2% | 0.1%
Cn1c(=O)oc2cc(NC(=O)CCl)ccc21 | 2.3% | i | 4.1 | 0.0% | 6% | 17% | -6% | 17% | -17% | 1.1%
Nc1nnc(-c2ccccc2)c(-c2ccccc2)n1 | -5.6% | i | 1.0 | 0.2% | -3% | -23% | 22% | -23% | -2% | -2.2%
O=C1N=C(N2CCCCC2)S/C1=C\c1ccncc1 | 1.3% | i | 0.7 | 0.5% | -4% | 3% | 4% | 7% | 18% | 1.3%
O=C(CCN1C(=O)c2ccccc2C1=O)C1=NN[C@@H]2C(=O)N(c3ccc4c(c3)OCO4)C(=O)[C@H]12 | 4.1% | i | 0.1 | -0.3% | 11% | -10% | 5% | -8% | 1% | -2.7%
CCCCCOc1ccc(CSc2n[nH]c(C)n2)cc1 | · | i | 0.2 | -0.1% | 9% | 13% | -31%[20 µM] | -6% | -59% | -1.0%
CSc1ncccc1C(=O)N1CCCC(CCC(=O)NCc2ccccc2F)C1 (stereo unspecified) | · | i | 0.2 | -0.1% | 5% | -16% | -24%[20 µM] | -3% | 1% | 0.1%
COc1ccc(Cl)cc1NC(=O)CCCNC(=O)c1ccc(Cl)cc1 | -3.8% | i | 0.4 | 0.0% | 6% | 8% | -17% | 3% | 23% | -0.3%
Cc1csc(=Nc2c(C)n(C)n(-c3ccccc3)c2=O)n1Cc1ccccc1 | 5.8% | i | 0.6&1.9 | 0.2% | 5% | -4% | 4% | 2% | 12% | -2.0%
O=C(CSc1ncnc2c1cnn2CCO)Nc1cccc(C(F)(F)F)c1 | -4.9% | i | 1.0 | 0.5% | -4% | -18% | -10% | 3% | 21% | -0.2%
N#Cc1c(Cl)nsc1NN | -5.7% | i | 0.3 | 0.1% | 12% | -58% | -4% | -4% | -28% | 27%
Cc1ccc2cc(CCNC(=O)c3ccc4c(c3)OCO4)c(=O)[nH]c2c1 | -3.3% | i | 2.4 | -0.3% | 8% | 0% | -1% | 6% | 6% | 0.2%
CCOC(=O)Nc1ccc(OC)cc1S(=O)(=O)N1CCCCC1 | -0.4% | i | 0.8 | 0.5% | 1% | -19% | -6% | -12% | 4% | -3.1%
O=C(CSc1nnc2n1CCCN2)c1ccc(Cl)cc1 | -2.7% | i | 1.0 | -0.2% | 16% | -15% | 9% | -8% | -4% | 3.8%
Cc1ccc(S(=O)(=O)NCc2ccc(C(=O)NCc3cccnc3)cc2)cc1 | -2.2% | · | · | -0.5% | -6% | -34% | -24% | 5% | -2% | -1.9%
COc1ccc(N(CC(O)CN2CCOCC2)S(=O)(=O)c2ccccc2)cc1 (stereo unspecified) | -0.4% | i | 0.6 | -0.2% | -4% | -20% | 0% | -4% | -15% | -1.0%
CC(C)(C)n1nnnc1C(c1cccs1)N(Cc1ccc(Cl)cc1)CC1CCCO1 (stereo unspecified) | 6.2% | i | 0.3 | -0.2% | 6% | 17% | 26% | 7% | 9% | -0.8%
CCOc1ccc(NC(=O)C2CCC(C)(C(=O)O)C2(C)C)cc1 (stereo unspecified) | -7.8% | i | 0.6 | -0.2% | 11% | 2% | 15% | -6% | 10% | 1.9%
CCOc1ccc(NC(=O)C2CCCN2C(=O)Oc2ccccc2)cc1 (stereo unspecified) | -2.5% | i | 0.4 | 0.2% | 9% | -4% | 37% | -2% | 10% | -1.4%
CC1CCN(C(=O)c2[nH]cnc2C(=O)N[C@@H](C)C(=O)OCc2ccccc2)CC1 | 7.1% | i | 1.9 | -0.1% | 10% | -10% | 18% | -3% | 11% | -0.8%
NC(=O)c1cc2n(n1)C(C(F)(F)F)CC(c1ccco1)N2 (stereo unspecified) | 5.8% | i | 0.5 | 0.5% | -6% | -11% | 12% | 15% | 1% | 2.2%
C/C(=N\O)C(=O)NCCCn1ccnc1 | -0.5% | i | 0.3 | 0.7% | 1% | -17% | 29% | 9% | 4% | -1.1%
O=C(CN1CCOCC1)Nc1ccccc1Sc1ccccc1 | 0.0% | i | 0.1 | -0.2% | -7% | 0% | 14% | 6% | 6% | 0.4%
CCOc1ccccc1NC(=O)c1cc(S(=O)(=O)N2CCOCC2)ccc1C | 3.0% | i | 0.5 | 0.6% | -7% | -9% | 6% | 6% | 14% | -1.1%
CC(NS(=O)(=O)c1ccc([N+](=O)[O-])cc1)C(=O)NN (stereo unspecified) | -0.9% | i | 0.6 | -0.1% | 14% | -49% | -3% | 2% | -48% | -0.7%
COc1ccc(C(=O)CN2CCN(c3cc(C)nc4ccccc34)CC2)cc1 | 3.5% | i | 0.2 | -0.1% | 3% | 6% | -1% | -5% | 21% | 1.9%
O=C(c1ccc(OC2CCN(CCc3ccccc3)CC2)cc1)N1CCCC(CO)C1 (stereo unspecified) | -0.3% | i | 0.5 | 0.0% | -1% | -19% | -10% | 3% | 1% | -0.8%
CCOC(=O)N1CCN(c2c(NCCc3ccc(OC)c(OC)c3)c(=O)c2=O)CC1 | -4.4% | i | 2.0 | -0.1% | -1% | 4% | -7% | -10% | 12% | -2.2%
COc1ccccc1OCCn1c(CO)nc2ccccc21 | -3.3% | i | 1.1 | -0.2% | 2% | -10% | -2% | -3% | 0% | -2.1%
CCOC(=O)N1CCN(C(=O)CN(c2ccccc2)S(C)(=O)=O)CC1 | -1.6% | i | 0.2 | -0.1% | 2% | -46% | -7%[20 µM] | -1% | 0% | -0.7%
CC(=O)N1N=C(c2ccc([N+](=O)[O-])cc2)CC1c1ccccc1Cl (stereo unspecified) | -3.8% | i | 0.2 | 0.0% | -8% | -5% | 4%[20 µM] | 2% | 14% | -1.4%
CC(=O)N1CCN(c2ccc(NC(=O)C(C)Oc3ccc(Cl)cc3Cl)cc2)CC1 (stereo unspecified) | -9.0% | i | 0.6 | 0.2% | 10% | 1% | 12% | 11% | 14% | -0.3%
C=CCNC(=O)NS(=O)(=O)c1ccc(C)cc1 | -7.9% | i | 0.9 | 0.3% | -10% | -2% | 15% | 18% | 13% | -1.4%
CCOC(=O)C1C(C)=CC(=O)CC1c1ccco1 (stereo unspecified) | -1.9% | i | 1.1 | -0.3% | -11% | 8% | 3% | 0% | 10% | -1.5%
